MITF primary = MITF inhibitors, primary screen, biochemical, AlphaScreen, human. Microphthalmia-associated transcription factor (Homo sapiens), O75030. AlphaScreen MITF homodimerization, bead proximity signal. inhibition, % at 2.6 µM. actives 0.91% (n = 650,000); in the data active = inhibition above about 50%;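 also: 0% = vehicle wells with protein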
Target sequence (O75030 whole entry, looked up): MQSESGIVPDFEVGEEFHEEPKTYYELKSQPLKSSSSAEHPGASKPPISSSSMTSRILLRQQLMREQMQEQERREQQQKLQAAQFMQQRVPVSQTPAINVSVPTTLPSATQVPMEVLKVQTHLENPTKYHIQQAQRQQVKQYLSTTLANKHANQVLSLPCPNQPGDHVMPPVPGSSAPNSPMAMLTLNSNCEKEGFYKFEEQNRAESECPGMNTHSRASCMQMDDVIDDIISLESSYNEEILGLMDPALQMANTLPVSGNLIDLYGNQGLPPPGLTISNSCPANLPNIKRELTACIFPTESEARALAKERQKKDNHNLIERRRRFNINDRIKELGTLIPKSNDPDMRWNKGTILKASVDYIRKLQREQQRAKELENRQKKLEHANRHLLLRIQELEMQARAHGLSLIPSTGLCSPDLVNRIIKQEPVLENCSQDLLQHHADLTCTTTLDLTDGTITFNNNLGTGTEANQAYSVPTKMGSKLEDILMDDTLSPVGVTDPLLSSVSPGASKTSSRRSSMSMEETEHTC
GPR151 ag = activators of human GPR151, primary screen, cell-based, PathHunter beta-arrestin, luminescence; G-protein coupled receptor 151 (Homo sapiens), Q8TDV0; actives 1% (n = 650,000); PathHunter beta-arrestin GPR151 cells; activation, % at 11.2 µM; in the data active = activation above about 4.9%;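 also: 0% = median of compound wells and 100% = cells with positive control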
Target sequence (Q8TDV0 whole entry, looked up): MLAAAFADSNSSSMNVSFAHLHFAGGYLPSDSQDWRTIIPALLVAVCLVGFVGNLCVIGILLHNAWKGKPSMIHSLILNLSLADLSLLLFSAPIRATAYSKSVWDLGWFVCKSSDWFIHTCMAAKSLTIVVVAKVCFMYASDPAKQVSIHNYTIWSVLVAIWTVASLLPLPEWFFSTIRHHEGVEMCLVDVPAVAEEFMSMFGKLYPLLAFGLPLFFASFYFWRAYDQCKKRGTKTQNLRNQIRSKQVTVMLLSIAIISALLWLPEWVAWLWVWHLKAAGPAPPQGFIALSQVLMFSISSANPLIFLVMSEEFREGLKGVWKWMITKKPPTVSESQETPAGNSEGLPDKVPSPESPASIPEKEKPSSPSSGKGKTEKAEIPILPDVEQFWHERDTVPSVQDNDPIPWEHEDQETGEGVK
TEAD-YAP inh = TEAD-YAP interaction inhibition, primary screen, TEAD-YAP interaction inhibitor project, luminescence, HEK-TIYL cells. TEAD-Gal4/YAP UAS-luciferase luminescence. inhibition, % at 9.12 µM. actives 1.4% (n = 640,000). AID 1259422, 2018; in the data active = inhibition above about 32%;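 also: 0% = median of test compound wells and 100% = reference inhibitor wells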
FBW7 act = FBW7 E3 ligase activators, primary screen, biochemical, AlphaScreen, human | AID 1259310, 2017 | actives 0.13% (n = 650,000) | normalized activity (activation), % at 26.1 µM | AlphaScreen FBW7–phospho-cyclin E peptide binding, activator screen; in the data active = normalized activity above about 1.9%;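 also: purified mutant Fbw7 with reduced substrate affinity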
An asterisk follows results filed as active. No enrichment for hits; any-hit rate near 3.4%.

The first 8 records, to show the layout:
`O=C(Nc1cccnc1)c1c(O)c2c([nH]c1=O)CCCC2` gave MITF primary 3, GPR151 ag -1.5, TEAD-YAP inh -21 and FBW7 act -0.1.
Screening CCC(=O)N=c1sc2c(Cl)ccc(C)c2n1C returned MITF primary 3, GPR151 ag -1.8, TEAD-YAP inh -3 and FBW7 act 0.1.
Cc1ccc(-c2nnc(CCC(=O)NCCOc3cccnc3)o2)s1 was read as MITF primary -1, GPR151 ag 0.9, TEAD-YAP inh -1 and FBW7 act 0.1.
For Cc1cc(C)cc(N(CC(=O)NC2CCCC2)C(=O)CCCC(=O)Nc2ccccn2)c1 the results were MITF primary 7, GPR151 ag -0.1, TEAD-YAP inh -3 and FBW7 act -0.1.
Screening COc1ccc(C(=O)N/N=C(\C)CC(=O)Nc2ccccc2Br)cc1OC returned MITF primary -12, GPR151 ag -1.7, TEAD-YAP inh 41* and FBW7 act -0.3.
Screening O=c1oc2ccc(Cl)cc2cc1-c1nc2sc3c(c2c(=O)[nH]1)CCCC3 returned MITF primary 7, GPR151 ag -0.8, TEAD-YAP inh 15 and FBW7 act 0.0.
`CCN1CCN(C(=S)Nc2ccccc2C)CC1` gave MITF primary -3, GPR151 ag 0.0, TEAD-YAP inh -1 and FBW7 act -0.1.
Screening COc1ccc(-c2cc(C(F)(F)F)n3ncc(C(=O)Nc4cccc(C(F)(F)F)c4)c3n2)cc1 returned MITF primary -8, GPR151 ag -0.9, TEAD-YAP inh 2 and FBW7 act 0.0.

Results, from the start:
`O=C(Nc1cccnc1)c1c(O)c2c([nH]c1=O)CCCC2` gave MITF primary 3, GPR151 ag -1.5, TEAD-YAP inh -21 and FBW7 act -0.1.
Screening CCC(=O)N=c1sc2c(Cl)ccc(C)c2n1C returned MITF primary 3, GPR151 ag -1.8, TEAD-YAP inh -3 and FBW7 act 0.1.
Cc1ccc(-c2nnc(CCC(=O)NCCOc3cccnc3)o2)s1 was read as MITF primary -1, GPR151 ag 0.9, TEAD-YAP inh -1 and FBW7 act 0.1.
For Cc1cc(C)cc(N(CC(=O)NC2CCCC2)C(=O)CCCC(=O)Nc2ccccn2)c1 the results were MITF primary 7, GPR151 ag -0.1, TEAD-YAP inh -3 and FBW7 act -0.1.
Screening COc1ccc(C(=O)N/N=C(\C)CC(=O)Nc2ccccc2Br)cc1OC returned MITF primary -12, GPR151 ag -1.7, TEAD-YAP inh 41* and FBW7 act -0.3.
Screening O=c1oc2ccc(Cl)cc2cc1-c1nc2sc3c(c2c(=O)[nH]1)CCCC3 returned MITF primary 7, GPR151 ag -0.8, TEAD-YAP inh 15 and FBW7 act 0.0.
`CCN1CCN(C(=S)Nc2ccccc2C)CC1` gave MITF primary -3, GPR151 ag 0.0, TEAD-YAP inh -1 and FBW7 act -0.1.
Screening COc1ccc(-c2cc(C(F)(F)F)n3ncc(C(=O)Nc4cccc(C(F)(F)F)c4)c3n2)cc1 returned MITF primary -8, GPR151 ag -0.9, TEAD-YAP inh 2 and FBW7 act 0.0.
Screening Cc1nc2c(ccc3nc(NC(=O)c4ccc(S(=O)(=O)N5CCc6ccccc6C5)cc4)sc32)s1 returned MITF primary 9, GPR151 ag 4.6, TEAD-YAP inh 6 and FBW7 act 0.2.
COC(=O)c1cc(C(=O)OC)cc(-n2c(C)cc(C(=O)CSc3ncnc4sc5c(c34)CCC5)c2C)c1 was read as MITF primary -2, GPR151 ag -0.3, TEAD-YAP inh 3 and FBW7 act 0.2.
For O=C(NC(O)C(Cl)(Cl)Cl)C12CC3CC(CC(C3)C1)C2 (configuration not stated) the results were MITF primary -71, GPR151 ag 1.6, TEAD-YAP inh -1 and FBW7 act 0.0.
Screening O=C1NC(=O)/C(=C\c2ccc(O)c(I)c2)N1 returned MITF primary 5, GPR151 ag 0.0, TEAD-YAP inh 10 and FBW7 act 0.1.
CCN(CC)CCCNC(=O)Cn1c(=S)[nH]c2ccccc2c1=O was read as MITF primary 19, GPR151 ag 1.3, TEAD-YAP inh -6 and FBW7 act 0.1.
`O=[N+]([O-])c1cc(Cl)ccc1NCCCNS(=O)(=O)c1ccccc1` gave MITF primary 8, GPR151 ag 0.4, TEAD-YAP inh 0 and FBW7 act -0.1.
`CC(C)CCNC(=O)c1ccc(I)cc1` gave MITF primary 4, GPR151 ag -0.2, TEAD-YAP inh -43 and FBW7 act -0.1.
`N#Cc1ccccc1NC(=O)c1n[nH]c([N+](=O)[O-])c1Br` gave MITF primary 16, GPR151 ag -2.4, TEAD-YAP inh -10 and FBW7 act 0.6.
For COc1ccc(-c2cc3c(=O)[nH]ncn3n2)cc1 the results were MITF primary 6, GPR151 ag -1.7, TEAD-YAP inh 15 and FBW7 act -0.2.
Screening CN(Cc1ccccc1)C(=O)COC(=O)C1=NNC(=O)CC1 returned MITF primary -1, GPR151 ag -0.7, TEAD-YAP inh 1 and FBW7 act -0.1.
`CC(C(=O)Nc1ncccn1)n1c(C(F)(F)F)nc2ccccc21` (configuration not stated) gave MITF primary 6, GPR151 ag 3.0, TEAD-YAP inh -4 and FBW7 act 0.0.
C=CCSc1nnc2c(n1)OC(c1ccc(OC)c(O)c1)Nc1ccccc1-2 (configuration not stated) was read as MITF primary -2, GPR151 ag 1.3, TEAD-YAP inh -42 and FBW7 act -0.2.
For C=CCN1C(=O)/C(=C/c2cc(C)n(-c3ccc(C(=O)OC)cc3)c2C)C(=O)NC1=S the results were MITF primary 12, GPR151 ag -1.2, TEAD-YAP inh 11 and FBW7 act -0.1.
COc1ccc(N2C(=O)NC3CC2(C)Oc2ccccc23)cc1OC (configuration not stated) was read as MITF primary 3, GPR151 ag 1.2, TEAD-YAP inh 22 and FBW7 act 0.2.
`O=C1CSC(c2ccc(Br)s2)N1c1ccc(Oc2ccc(Cl)cc2)cc1` (configuration not stated) gave MITF primary 8, GPR151 ag -0.4, TEAD-YAP inh 8 and FBW7 act 0.5.
Screening O=C(NCC(c1cccs1)N1CCc2ccccc2C1)C1CC1 (configuration not stated) returned MITF primary 14, GPR151 ag 0.9, TEAD-YAP inh 3 and FBW7 act 0.0.
Cc1ccc(NS(=O)(=O)c2ccccc2F)cc1S(=O)(=O)N1CCCCC1 was read as MITF primary -19, GPR151 ag 0.8, TEAD-YAP inh 1 and FBW7 act 0.1.
`CCn1c(C(=O)O)c(CNCCc2ccccc2Cl)c2ccc(C)cc21` gave MITF primary 5, GPR151 ag 3.2, TEAD-YAP inh 8 and FBW7 act 0.0.
For O=[N+]([O-])c1ccc(O)c(/C=N/N=C(/c2ccccc2)C23CN4CN(CN(C4)C2)C3)c1 the results were MITF primary 8, GPR151 ag 1.1, TEAD-YAP inh -2 and FBW7 act 0.2.
CCOC(=O)c1cc2c(=O)n3cccc(C)c3nc2n(C)c1=N was read as MITF primary -6, GPR151 ag -0.8, TEAD-YAP inh 14 and FBW7 act -0.2.
For Cc1ccc(C(=O)Nc2c3c(nn2-c2ccccc2C)CSC3)cc1 the results were MITF primary 71*, GPR151 ag 0.7, TEAD-YAP inh 2 and FBW7 act 0.0.
`OCc1c[nH]c2ccccc12` gave MITF primary 16, GPR151 ag 3.3, TEAD-YAP inh -7 and FBW7 act 0.0.
For COc1cc([N+](=O)[O-])cc2c1NC(C(C)C)C1CC=CC21 (configuration not stated) the results were MITF primary 4, GPR151 ag 0.9, TEAD-YAP inh -7 and FBW7 act -0.4.
COCCCNC(=S)N1CCN(c2ccc([N+](=O)[O-])cc2)CC1 was read as MITF primary 21, GPR151 ag -1.1, TEAD-YAP inh 6 and FBW7 act 0.2.
Screening CCOc1ccc(CCNC(=O)CCCCCN2C(=O)c3ccccc3C2=O)cc1OCC returned MITF primary 6, GPR151 ag -0.8, TEAD-YAP inh 5 and FBW7 act -0.1.
Screening COC(=O)c1ccc(CN2CCC3(CC2)CC3C(=O)NCc2ccncc2)cc1 (configuration not stated) returned MITF primary -2, GPR151 ag 0.9, TEAD-YAP inh 8 and FBW7 act -0.1.
Screening COc1ccc(/C(N)=N/OC(=O)c2ccc(Br)o2)cc1OC returned MITF primary -11, GPR151 ag -0.6, TEAD-YAP inh -1 and FBW7 act 0.0.
`NC(=O)c1ccccc1NC(=S)NC(=O)c1cccs1` gave MITF primary -28, GPR151 ag -1.8, TEAD-YAP inh -36 and FBW7 act 0.0.
Screening COc1ccc(NC(=O)C2C3C=CC4(O3)C2C(=O)N(Cc2ccc(F)cc2)C4C(=O)NC2CCCC(C)C2C)cc1 (configuration not stated) returned MITF primary 3, GPR151 ag 1.4, TEAD-YAP inh 4 and FBW7 act 0.4.
Screening COCC(C)NC(=O)c1cccc(Cl)c1 (configuration not stated) returned MITF primary 20, GPR151 ag 0.0, TEAD-YAP inh -5 and FBW7 act 0.7.
`COc1ccc(Cl)cc1NC(=S)NNC(=O)CC(C)C` gave MITF primary 9, GPR151 ag -1.2, TEAD-YAP inh 3 and FBW7 act 0.1.
Screening CCOC(=O)c1ccc(NC(=O)NC2(C(F)(F)F)Oc3ccccc3O2)cc1 returned MITF primary 5, GPR151 ag 0.2, TEAD-YAP inh -14 and FBW7 act 0.1.
`CCCS(=O)(=O)c1c(S(=O)(=O)CCC)c2cc(-c3ccncc3)ccn2c1C(=O)c1ccc(C)cc1` gave MITF primary 10, GPR151 ag 2.2, TEAD-YAP inh -9 and FBW7 act 0.1.
Screening Cc1nc(C)c(C(=O)Nc2ccccc2C(N)=O)o1 returned MITF primary 2, GPR151 ag 0.2, TEAD-YAP inh -2 and FBW7 act 0.0.
CCOC(=O)CNc1c(-c2ccc(OC)c(O)c2)nc2ccc(C)cn12 was read as MITF primary 10, GPR151 ag 5.5*, TEAD-YAP inh -34 and FBW7 act -0.1.
For O=C(COc1ccc2ccccc2c1)Nc1ccc(-c2nc3cccnc3o2)cc1 the results were MITF primary 10, GPR151 ag -1.0, TEAD-YAP inh -6 and FBW7 act 0.1.
Screening COc1ccc(-n2nc3cc(C)c(NC(=O)Cc4ccc(Cl)cc4)cc3n2)cc1 returned MITF primary -9, GPR151 ag 1.4, TEAD-YAP inh -11 and FBW7 act -0.2.
CC(C)OCCCNc1ncnc2c1nc1n2CCCCC1 was read as MITF primary -7, GPR151 ag 0.4, TEAD-YAP inh -9 and FBW7 act 0.1.
`CC1Cc2ccccc2N1C(=O)CN1CCCN(CC(=O)N2c3ccccc3CC2C)CC1` (configuration not stated) gave MITF primary 62*, GPR151 ag 0.1, TEAD-YAP inh 8 and FBW7 act -0.2.
Screening Cc1ccc(CNC(=O)Cn2cnc3c2c(=O)n(C)c(=O)n3C)cc1 returned MITF primary -4, GPR151 ag -1.1, TEAD-YAP inh 2 and FBW7 act -0.1.
CCCc1[nH]nc2c1C(c1ccc(OC(=O)N3CCOCC3)cc1)C(C#N)=C(N)O2 (configuration not stated) was read as MITF primary 6, GPR151 ag 1.7, TEAD-YAP inh 6 and FBW7 act 0.1.
Screening Cc1cccnc1C1(O)CCN(C(=O)Cc2ccccc2F)CC1 returned MITF primary -6, GPR151 ag 0.1, TEAD-YAP inh 5 and FBW7 act 0.1.
`CC(Cl)C(Cl)C(=O)Nc1ccccc1C(F)(F)F` (configuration not stated) gave MITF primary 14, GPR151 ag -0.1, TEAD-YAP inh 5 and FBW7 act 0.7.
`Cc1ccc(NS(=O)(=O)c2cc(C(=O)NCc3cccnc3)ccc2Cl)cc1` gave MITF primary 5, GPR151 ag -0.6, TEAD-YAP inh -3 and FBW7 act 0.1.
Screening Cc1[nH]n(-c2nc(C(F)(F)F)cc(=O)[nH]2)c(=O)c1CCO returned MITF primary 14, GPR151 ag 2.3, TEAD-YAP inh -7 and FBW7 act -0.2.
For Cc1ccc(S(=O)(=O)N2CCCC2C(=O)OCc2ccco2)cc1 (configuration not stated) the results were MITF primary 11, GPR151 ag 3.6, TEAD-YAP inh -5 and FBW7 act 0.0.
For Cn1c(=O)oc2cc(S(N)(=O)=O)ccc21 the results were MITF primary 13, GPR151 ag -1.8, TEAD-YAP inh 5 and FBW7 act 0.2.
Screening O=C(c1cccc(Cl)c1)C1CCCN(S(=O)(=O)CC(F)(F)F)C1 (configuration not stated) returned MITF primary 0, GPR151 ag -0.5, TEAD-YAP inh -12 and FBW7 act 0.0.
For CCOCCOC(=O)C1=C(C)NC2=C(C(=O)CC(c3ccc(Cl)cc3)C2)C1c1ccc(OC(C)=O)c(OCC)c1 (configuration not stated) the results were MITF primary -11, GPR151 ag -1.4, TEAD-YAP inh -12 and FBW7 act 0.3.
For CCCn1c(=O)c2c(nc(N3CCN(N=O)CC3)n2CCC)n(C)c1=O the results were MITF primary -4, GPR151 ag 1.0, TEAD-YAP inh 2 and FBW7 act -0.3.
Screening CCCCC(=O)N(Cc1ccc2c(c1)OCO2)Cc1nc2ccccc2c(=O)[nH]1 returned MITF primary -9, GPR151 ag -1.0, TEAD-YAP inh -4 and FBW7 act -0.1.
Screening CCOC(=O)CCCCC(=O)c1[nH]c(=O)n(C(=O)c2ccccc2)c1C returned MITF primary 89*, GPR151 ag -0.3, TEAD-YAP inh -5 and FBW7 act -1.6.
Screening O=C(O)c1ccc(S(=O)(=O)c2ccc(F)cc2)c([N+](=O)[O-])c1 returned MITF primary 10, GPR151 ag -1.0, TEAD-YAP inh -4 and FBW7 act 0.4.
Screening COc1cc(-c2nc3ccccc3c(=O)n2NC(=O)Cn2nc(C(F)(F)F)c(Br)c2C)cc(OC)c1OC returned MITF primary 4, GPR151 ag 3.4, TEAD-YAP inh 7 and FBW7 act -0.1.

High-throughput results (PubChem)
